# From PubChem BioAssay
# GAA inh = qHTS Assay for Inhibitors of Human alpha-Glucosidase as a Potential Chaperone Treatment of Pompe Disease | Lysosomal alpha-glucosidase (Homo sapiens), P10253 | purified human GAA, 4-MU-alpha-glucoside fluorescence | Potency, µM (series often up to 76.9 µM), without a hit: at the top dose activity change, negative = inhibition, hits mostly inhibitors | 200,000 tested, 0.005% active | AID 1466, 2008;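 note: plate controls were uninhibited enzyme wells for no effect and no-enzyme background for full effect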
#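 qHTS format, compound range up to 77 uM. Human lysosomal enzyme at 4 nM, 400 uM 4-MU glucoside substrate, pH 5.0, 20 min room temperature; fluorescence after alkaline stop gives activity normalized to controls.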
# GoLoco inh red = qHTS Assay for Inhibitors of RGS12 GoLoco Motif Activity (Red Fluorophore); Guanine nucleotide-binding protein G(i) subunit alpha-1 (Homo sapiens), P63096; Gai1:RGS12 GoLoco peptide FP, rhodamine, 10 min; Potency, µM (doses to about 61.6 µM), without a hit: at the top dose activity, negative = inhibition, most hits filed as inhibitors; 230,000 tested, 0.44% active; AID 880, 2007; active = well fitted inhibition curve with a large enough effect, not every such curve was filed as active; inactive = no such curve, though single readings can be large or run the other way; note: % is set by controls: 0 for no effect and ±100 for the full control effect; nearly all actives have a fitted effect of over 30% in size; many of its hits are not listed in these tables
# ALDH1A1 block = qHTS Assay for Inhibitors of Aldehyde Dehydrogenase 1 (ALDH1A1); AID 1030, 2008; 220,000 tested, 7.3% active; Potency, µM (highest dose often 75.3 µM), for the others: at the top dose activity, negative = inhibition, most hits filed as inhibitors; Aldehyde dehydrogenase 1A1 (Homo sapiens), P00352; Purified ALDH1A1, NADH fluorescence, propionaldehyde substrate; active = well fitted inhibition curve with a large enough effect, not every such curve was filed as active; inconclusive = small, poorly fitted or top-dose-only effect, or another doubt; inactive = no such curve, though single readings can be large or run the other way;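 note: plate controls were no enzyme wells and a reference inhibitor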
# Target sequence (P00352 whole entry, looked up): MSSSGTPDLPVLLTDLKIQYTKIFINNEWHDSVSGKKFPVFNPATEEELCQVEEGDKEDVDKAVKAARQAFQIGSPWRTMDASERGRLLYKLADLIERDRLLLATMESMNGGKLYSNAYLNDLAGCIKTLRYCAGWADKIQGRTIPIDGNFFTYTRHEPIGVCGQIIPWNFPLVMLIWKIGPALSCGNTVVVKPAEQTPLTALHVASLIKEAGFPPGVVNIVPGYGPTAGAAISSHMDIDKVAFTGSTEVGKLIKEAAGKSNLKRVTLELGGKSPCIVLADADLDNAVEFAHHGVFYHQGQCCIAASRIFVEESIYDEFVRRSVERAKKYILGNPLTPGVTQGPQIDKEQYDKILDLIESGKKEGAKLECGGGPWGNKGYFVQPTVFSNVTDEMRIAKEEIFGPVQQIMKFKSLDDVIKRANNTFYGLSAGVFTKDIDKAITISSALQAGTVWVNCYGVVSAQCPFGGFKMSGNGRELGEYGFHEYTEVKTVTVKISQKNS
# GLA spleen mod = qHTS Assay for Inhibitors and Activators of Human alpha-Galactosidase From Spleen Homogenate | 240,000 tested, 0.008% active | Alpha-galactosidase A (Homo sapiens), P06280 | human spleen homogenate, 4MU-alpha-Gal fluorescence, 40 min | AID 2107, 2009 | Potency, µM (top dose mostly 80 µM), inactives show top-dose activity change, negative = inhibition, actives largely listed as inhibitors;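 note: 0% = enzyme with vehicle and -100% = no enzyme basal signal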
#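 Fluorogenic readout (Ex 365/Em 440 nm) of 4-methylumbelliferone released from 1 mM 4-MU-alpha-galactoside by spleen homogenate, 40 min at 37C, pH 5.0. Data normalized to no-enzyme and enzyme controls; Hill-equation AC50 from compound titrations.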
# KDM4E inh = qHTS Assay for Inhibitors of Human Jumonji Domain Containing 2E (JMJD2E) | 230,000 tested, 1.6% active | JMJD2E catalytic domain, FDH-coupled NADH fluorescence (FDH is formaldehyde dehydrogenase) | Potency, µM (series often up to 57.1 µM), inactives show at the highest dose activity change, negative = inhibition, actives largely listed as inhibitors; active = well fitted inhibition curve with a large enough effect, not every such curve was filed as active; inconclusive = small, poorly fitted or top-dose-only effect, or another doubt; inactive = no such curve, though single readings can be large or run the other way;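 note: 0% = wells with enzyme and -100% = buffer wells without enzyme; nearly all actives have a fitted effect of over 50% in size; many of its hits are not listed in these tables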
# Target sequence (B2RXH2 1-337 limits assumed): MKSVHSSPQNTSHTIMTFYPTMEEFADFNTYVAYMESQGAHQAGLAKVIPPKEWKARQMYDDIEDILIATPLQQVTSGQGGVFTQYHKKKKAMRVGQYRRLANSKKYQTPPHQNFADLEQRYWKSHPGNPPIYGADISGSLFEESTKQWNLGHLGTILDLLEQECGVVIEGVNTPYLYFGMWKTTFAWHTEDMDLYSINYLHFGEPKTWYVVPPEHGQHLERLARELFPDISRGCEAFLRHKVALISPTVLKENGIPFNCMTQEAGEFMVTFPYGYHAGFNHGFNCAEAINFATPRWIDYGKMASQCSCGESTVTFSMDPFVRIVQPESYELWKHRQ
# SMN2 splice enh = qHTS Assay for Enhancers of SMN2 Splice Variant Expression; HEK293 SMN2-luciferase splicing reporter, luminescence, 30-36 h; Potency, µM (doses to about 46.1 µM), for inactives: top-dose activity change, positive = activation, usual class: activators; 210,000 tested, 2.8% active; AID 1458, 2008; note: % of control where 0% means no effect; nearly all actives have a fitted effect of over 55% in size
#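 HEK293 cells carry an SMN2 […]–luciferase reporter in which exon 7 inclusion puts luciferase in frame. Cells were plated 10-12 h before compound addition, then incubated 30-36 h at 37C. ONE-Glo luminescence was read; sodium butyrate at 4.5 mM final served as control.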
# GAA spleen mod = qHTS Assay for Inhibitors and Activators of Human alpha-Glucosidase From Spleen Homogenate; Lysosomal alpha-glucosidase (Homo sapiens), P10253; human spleen homogenate, 4-MU-alpha-glucoside fluorescence; Potency, µM (doses to about 79.9 µM), for the others: top-dose activity change, negative = inhibition, most hits filed as inhibitors; 240,000 tested, 0.006% active; AID 2112, 2009;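 note: 0% = enzyme with vehicle and -100% = no enzyme basal signal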
#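 Human spleen homogenate (1 ug) with 4-methylumbelliferyl-alpha-D-glucopyranoside (1 mM final) in 50 mM citrate/phosphate pH 5.0, 0.01% Tween-20; 40 min at 37 C. Stopped at pH 10; 4-MU fluorescence Ex 365/Em 440 nm; AC50 by Hill fit.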
# GAA glycogen mod = qHTS Assay for Inhibitors and Activators of Human alpha-Glucosidase Cleavage of Glycogen | 300,000 tested, 0.38% active | Potency, µM (titrated, usually from 76.4 µM), for the others: at the highest dose activity change, negative = inhibition, actives largely listed as inhibitors | AID 2100, 2009 | Lysosomal alpha-glucosidase (Homo sapiens), P10253 | recombinant GAA, glycogen substrate, Amplex Red glucose oxidase fluorescence;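 note: 0% = full enzyme reaction and -100% = no-enzyme basal signal; the screen sought inhibitors and activators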
#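 qHTS, 1536-well; enzyme 4 nM final; cpd up to 77 uM; substrate bovine liver glycogen 30 ug; 50 mM citrate/phosphate pH 5.0, 0.01% Tween-20; 37 C, 40 min; Amplex Red detection 45 min RT; Hill fit → AC50.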
# The depositor's hits bear a star; ? = inconclusive; . = not tested or not shown; & = joins results of further samples; [ ] = dose if it differs, or a comment. Unless noted, calls come from the whole dose curve; as a rule, active = well fitted curve in the direction sought with a large enough effect; inconclusive = small, poorly fitted or top-dose-only effect, or another doubt; inactive = no such curve, though single readings can be large; an effect the other way counts as inactive or inconclusive. Potency is the fitted concentration of half-maximal effect.
SMILES,GAA inh,GoLoco inh red,ALDH1A1 block,GLA spleen mod,KDM4E inh,SMN2 splice enh,GAA spleen mod,GAA glycogen mod
COc1ccc(-c2nc3cnccn3c2Nc2ccc(C)cc2)cc1,2%,13%,?,5%,?,11%,-22%,7.1µM*
Cc1ccccc1Cn1c(=O)n(CCC(=O)NCc2ccc3c(c2)OCO3)c(=O)c2ccccc21,-1%,1%,13%,7%,6%,4%,5%,7%
O=C(Nc1cccc(Cl)c1)/C(=C\c1cccnc1)NC(=O)c1ccco1,0%,-7%,3%,-4%,-2%,13%,-2%,11%
N#C/C(=C(\O)CCl)c1nnc2n1CCCCC2,3%,-11%,?,-3%,-6%,-5%,5%,7%
Cc1cccc(N2C(=O)C3C4CC(=O)C(c5ccccc54)C3C2=O)c1C (stereo not given),8%,6%,-4%,8%,10%,-5%,2%,-1%
CSc1nc2ncc(-c3ccsc3)c(N)n2n1,1%,4%,-9%,-2%,-19%,16%,.,-5%
COC(=O)[C@H](C)NC(=O)Nc1ccc(C)c(C)c1,-4%,4%,6%,-4%,-11%,-2%,-5%,3%
c1ccc(C2=Nn3c(nnc3-c3n[nH]c4c3CCC4)SC2)cc1,-1%,11%,0%,5%,2%,?,6%,0%
c1ccc2nc(-c3nc4ccccc4[nH]3)ccc2c1,-1%,15%,?,-9%,?,0.4µM*,-4%,9%
Cc1ccc(S(=O)(=O)NCc2ccc(/C=C(/C#N)C(=O)NCc3ccccc3)o2)cc1,?,4%,?,3%,6%,2%[1.84 µM],-2%,-5%
COc1ccc(-c2cc(C(=O)Nc3cc(OC)cc(C(=O)Nc4cccc(C(F)(F)F)c4)c3)[nH]n2)cc1,.,-3%,.,-5%,?,.,1%,5%
O=C(CNC1CCCCCC1)Nc1ccccc1N1CCOCC1,7%,-1%,-10%,3%,?,-12%,-5%,6%
O=C(O)c1cc(/C=N\O)ccc1OCc1ccccc1,-4%,-5%,?,-2%,?,15%,5%,2%
COc1ccc2cc(C(=O)C3CCCN(C(=O)CCc4cnn(C)c4)C3)ccc2c1 (stereo not given),.,-8%,?,6%,?,.,-3%,14%
CN(C)c1ccc(/C=C(\C#N)C(=O)c2ccccc2)cc1,0%,171%[activator],7.1µM*,-2%,9%,.,-6%,3%
CC(C)N(C(=O)CN(C#N)c1nc(N(C)C)nc(N(C)C)n1)c1ccccc1,-5%,-14%,8.9µM*,2%,-3%,6%,-4%,-12%
CC(C)c1ccc(-c2nc(N3CCCCCC3)nc3n[nH]c(N)c23)cc1,-2%,3%,3%,3%,5%,1%,-5%,-1%
CCc1oc(C(=O)O)cc1CN(CC)CC,-9%,8%,7%,5%,7%,0%,4%,-2%
CCOC(=O)NC(=O)CSc1nnnn1-c1ccc(Cl)cc1,1%,2%,6%,4%,-5%,-7%,-6%,2%
CC(C)Nc1nc(NC(N)=S)nc(NC(C)C)n1,11%,10%,9%,-2%,4%,-3%,4%,-18%
COc1ccc(C2OC3=C(Nc4cc(C)c(C)cc4N3)C2=O)cc1 (stereo not given),-7%,8%,7%,1%,4%,.,8%,5%
Cn1c(NCCO)nc2c(c1=O)C1(CCCCC1)Cc1ccccc1-2,3%[15.4 µM],-1%,?,1%,?,1%,-3%,-9%
COc1ccc(OC)c(C2C(C(C)=O)=C(O)C(=O)N2c2ccc(O)cc2)c1 (stereo not given),-10%,-1%,-12%,0%,-2%,5%,-5%,-5%
COc1ccc(/C=C/C(=O)NCC(=O)N/N=C/c2ccc(OC)cc2)cc1,0%,1%,6%,10%,-6%,-34%[inhibitor],9%,2%
Clc1ccc(Cn2ncc3c(N4CCCCC4)ncnc32)cc1,0%,-2%,-6%,1%,-5%,-24%,-9%,-5%
CC(C)OC(=O)/C(C#N)=C/c1ccc(-c2ccc(SC(F)F)cc2)o1,?,12%,?,5%,?,?,3%,-7%
CCC(C)NC(=O)C(NS(=O)(=O)c1cccc2nsnc12)c1ccccc1 (stereo not given),11%,-1%,-2%,-5%,4%,-8%,-2%,-4%
Brc1c(CSc2nncn2-c2ccccc2)nc2sccn12,-17%,-6%,-6%,3%,-1%,-6%,3%,4%
CCCC(=O)Nc1ccc(C(=O)NNC(=S)NC(=O)c2cccs2)cc1,3%,1%,-7%,22%,?,6%,-9%,?
CCn1nc(C)c(NC(=O)/C=C/c2ccc(OC)c(COc3ccc(Br)cc3)c2)c1C,1%,-5%,0%,-1%,-2%,-81%[inhibitor],-3%,-6%
Cc1c(C(=O)Nc2ccncc2)oc2ccccc12,-3%,9%,-1%,11%,-4%,-24%,7%,3%
CCOc1ccccc1C1NC(=O)NC(C)=C1C(=O)OCc1ccco1 (stereo not given),0%,7%,-4%,1%,-5%,-9%,-7%,1%
CCOC(=O)c1nnn(CC(=O)NC(=O)Nc2cccc(CC)c2)c1C(=O)OCC,-2%,-1%,6%,-2%,0%,-16%&-2%,0%,-12%
CN1C(=O)N(C)C(NC(=O)Nc2ccccc2)C1NC(=O)Nc1ccccc1 (stereo not given),11%,2%,1%,-1%,1%,19%,-5%,4%
COc1ccc(-c2[nH]ncc2/C=C(\C#N)C(=O)NC2CC2)cc1,-14%,-7%,6%,-2%,?,4%,-3%,5%
COc1ccc(Cn2nnnc2C(c2cccs2)N2CCSCC2)cc1 (stereo not given),-5%,6%,-15%,3%,-1%,-37%[inhibitor],-4%,-9%
CSC1=N/C(=C\c2cccnc2)C(=O)N1c1ccccc1,-1%,-28%,?,2%,?,11%,3%,1%
C=CCn1c(=S)[nH]c2scc(-c3ccco3)c2c1=O,.,-3%,.,5%,-5%,.,4%,-7%
COc1ccc(CN2CCN(C(=O)CC(C)C)CC2)c2ccccc12,-10%,-14%,?,-8%,?,-19%,-3%,-18%
CCOC(=O)c1[nH]c(C)c(/C=N/O)c1C,4%,6%,3%,7%,-1%,-5%,-4%,-12%
O=C(COc1cccc(Br)c1)N/N=C1\CCCc2ccccc21,2%,5%,-1%,3%,17%,10%,-5%,6%
O=C(O)CN1C(=O)SC(Nc2ccccc2C(=O)O)C1=O (stereo not given),7%,2%,?,-2%,?,-23%,-3%,1%
N#Cc1c(SCC(N)=O)nc2c(c1-c1ccc(O)cc1)CCCC2,-1%,-15%,7.1µM*,3%,14%,11%,-3%,3%
O=S(=O)(N/N=C\c1cn(-c2ccccc2)nc1-c1ccccc1)c1ccccc1,1%,6%,-6%,0%,0%,-26%,-26%,-6%
Cc1ccc(NC(=O)C[n+]2ccn(C3=C([O-])c4ccccc4C3=O)c2)cc1,2%,8%,?,3%,-9%,-1%,6%,2%
CC1(N2CCOCC2)C(=O)c2ccccc2C1=O,0%,5%,6%,-2%,8%,4%,1%,4%
COc1ccc(N2C(=O)Cc3c2nc(N)c(C#N)c3N)cc1,.,16%,.,3%,-4%,.,0%,7%
O=C(NCC1CCCO1)c1cccc(F)c1 (stereo not given),?,-3%,5%,-4%,-3%,-13%,-4%,11%
CC(C)CC(=O)Nc1ccc(-c2cn3ccsc3n2)cc1,-1%,5%,0%,2%,9%,10µM*,-24%,-3%
CCCCC(=O)Nc1ccc(C(=O)NNC(=S)NC(=O)c2cccs2)cc1,2%,.,25µM*,-7%,?,.,-6%,8%
CC(C)[C@H](NC(=O)c1ccccc1)C(=O)OCC(=O)NCCc1ccc(F)cc1,-6%,34%[activator],4%,-8%,-1%,1%,-6%,10%
Cc1c(C(=O)Nc2ccccc2)sc2nc[nH]c(=O)c12,4%,11%,4%,-7%,-12%,23%,-7%,13%
CC(CN1CCCC1)OC(=O)COc1ccccc1 (stereo not given),-5%,4%,2%,-3%,8%,6%,-5%,0%
CCOC(=O)C(NC(=O)NCc1ccc(OC)cc1)(OCC)C(F)(F)F (stereo not given),3%,-2%,12%,-7%,-2%,-8%,-4%,4%
Cc1ccc(S(=O)(=O)N2CCN(S(=O)(=O)c3ccccc3)C2)cc1,?,15%,-4%,-4%,3%,-15%,-1%,-8%
COc1ccc(/C(O)=C2/C(=O)C(=O)N(CCCN(C)C)C2c2ccccc2)cc1Cl (stereo not given),2%,7%,-8%,9%,8%,8%,1%,2%
Cc1cccc(NC(=S)NC2CCCC2)c1,-1%,70%[activator],11%,-1%,-6%,?,-2%,0%
C=CCn1c(SCC(=O)N2CC(=O)Nc3ccccc32)nc2scc(-c3ccccc3)c2c1=O,-1%,-9%,-14%,-1%,?,2%,0%,-4%
Cc1ccc2ccc(C(Nc3cccc(C(F)(F)F)c3)c3cccnc3)c(O)c2n1 (stereo not given),-9%,0%,?,-2%,?,-14%,1%,?
COc1ccc(/C=C/C(=O)c2ccc(OC)cc2O)cc1,-1%,-11%,7%[13.5 µM],7%[17.5 µM],5%,-3%,3%[17.4 µM],5%
CN(c1ccccc1C(=O)Nc1ccc(S(=O)(=O)N2CCOCC2)cc1)S(=O)(=O)c1ccccc1,2%,10%,?,-3%,4%,?,-6%,-5%
Cc1cccc(Cn2c(Cc3ccccc3)nc3ccccc32)c1,-3%,7%,-4%,7%,-3%,-15%,6%,8%[76.3 µM]
COc1ccccc1N(C1=NCCCS1)S(=O)(=O)c1ccc(C(C)(C)C)cc1,-13%,1%,0.22µM*,2%,-6%,.,-2%,-2%

# An excerpt (hit frequency here may not be typical).
